STAT1 activator: STAT1 signaling activators, primary screen, cell-based, HTS, luciferase reporter. AID 932, 2007. 200,000 tested, 2.6% active. NIH 3T3 STAT1-luciferase reporter, IFN-gamma, luminescence; 100% = IFN-gamma alone, no compound. activation (% of control), % at 5.5 µM;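 active means activation above the screen-wide mean activation plus 3 SD, cut at about 130% in these data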;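 further: raw ratio to IFN-gamma control signal so 100% means no change and 0% no light; values of inactives mirror those of a sister screen read the other way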
STAT1 blocker: STAT1 signaling inhibitors, primary screen, cell-based, HTS, luciferase reporter; NIH 3T3 STAT1-luciferase reporter, IFN-gamma, luminescence; inhibition, % at 5.5 µM; 200,000 tested, 0.35% active; AID 920, 2007;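 active means inhibition above a set limit, the mean inhibition across all tested compounds plus 3 SD, cut at about 34% in these data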;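 further: 0% = IFN-gamma with DMSO and 100% = IFN-gamma with 300 µM nifuroxazide; values of inactives mirror those of a sister screen read the other way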
STAT3 act: IL-6 driven STAT3 reporter potentiators, primary screen, U3A cells, luciferase, luminescence, MLSCN library; IL-6 STAT3-luciferase reporter; 100% = signal with IL-6 EC80 alone; activation (% of control), % at 5.6 µM; 190,000 tested, 0.91% active;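 active means activation above the screen-wide mean of compound activation plus 3 SD, cut at about 130% in these data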;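 further: 0% = background luminescence of wells with medium and substrate only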
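Material: human U3A cells carrying STAT3-luciferase construct. Measured by: reporter luminescence signal. Timing: compound 1 h, then IL-6 6 h at 37 °C.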
NF-kB neuron act: activators of NF-kB expression in neurons, primary screen, cell-based, HTS; human neuronal cells, NF-kB reporter expression; active compounds read high; fold change at 12.5 µM; 190,000 tested, 1.6% active; AID 1239, 2008; in the data active means fold change above about 3.3
APP 5'UTR act: activators of APP 5'UTR luciferase reporter, primary screen, SH-SY5Y cells | SH-SY5Y APP 5'UTR luciferase reporter, luminescence; zero percent = DMSO vehicle wells | activation, % at 2 µM | 190,000 tested, 1% active | AID 1276, 2008;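 active means activation above a set limit, based on mean plus 3 SD of controls, cut at about 140% in these data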; further: values of inactives mirror those of a sister screen read the other way
ROMK primary: ROMK potassium channel modulators, primary screen, cell-based, thallium flux, MLSMR library. ATP-sensitive inward rectifier potassium channel 1 (Homo sapiens), P48048. Tet-inducible ROMK, thallium flux fluorescence; actives lie on both sides. B-score at 10 µM. 130,000 tested, 2% active. AID 1918, 2009;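 active means signal ratio slope over the read window, or its plate-corrected B-score, at least 3 SD from the plate mean, either direction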;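 further: B-score of the F/F0 ratio slope over 7 to 12 s after thallium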
Target sequence (P48048 whole entry, looked up): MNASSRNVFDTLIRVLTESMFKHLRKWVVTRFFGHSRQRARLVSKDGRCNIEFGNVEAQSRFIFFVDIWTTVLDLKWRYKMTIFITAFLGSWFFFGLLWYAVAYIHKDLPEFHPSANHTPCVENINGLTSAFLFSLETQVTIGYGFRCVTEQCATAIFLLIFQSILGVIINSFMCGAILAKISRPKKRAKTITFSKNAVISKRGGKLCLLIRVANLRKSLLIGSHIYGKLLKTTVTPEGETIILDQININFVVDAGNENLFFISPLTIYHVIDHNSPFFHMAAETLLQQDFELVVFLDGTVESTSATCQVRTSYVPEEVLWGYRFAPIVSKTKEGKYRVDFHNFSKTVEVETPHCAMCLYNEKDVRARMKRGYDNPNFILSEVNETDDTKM
FLuc stim CS: FLuc activators, initial screening, artefact control for FLuc-dependent activation tests, biochemical, ATPlite luminescence. Luciferin 4-monooxygenase (Photinus pyralis), P08659. ATPlite luciferase biochemical, 10 min; 0 = ATP-free wells, 1 = DMSO control. activation factor at 10 µM. 200,000 tested, under 10 active;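 active means luciferase activation factor, scaled between plate controls, of at least 2 with compound at 10 µM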
Target sequence (P08659 whole entry, looked up): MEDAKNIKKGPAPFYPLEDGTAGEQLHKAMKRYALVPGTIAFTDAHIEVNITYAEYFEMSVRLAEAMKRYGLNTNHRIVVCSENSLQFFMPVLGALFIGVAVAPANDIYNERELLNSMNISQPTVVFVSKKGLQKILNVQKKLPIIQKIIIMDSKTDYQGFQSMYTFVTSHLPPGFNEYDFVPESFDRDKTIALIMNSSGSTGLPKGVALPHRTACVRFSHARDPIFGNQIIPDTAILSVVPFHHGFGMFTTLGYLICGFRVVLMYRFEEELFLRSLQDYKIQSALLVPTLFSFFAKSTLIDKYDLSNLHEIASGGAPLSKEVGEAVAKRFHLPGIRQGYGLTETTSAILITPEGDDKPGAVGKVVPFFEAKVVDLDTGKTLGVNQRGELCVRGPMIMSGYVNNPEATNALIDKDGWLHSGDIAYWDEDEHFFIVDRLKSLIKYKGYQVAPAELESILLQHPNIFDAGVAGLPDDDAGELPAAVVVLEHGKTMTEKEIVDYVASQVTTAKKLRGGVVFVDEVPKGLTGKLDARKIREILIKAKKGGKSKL
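Material: luciferase plus luciferin reagent, cell-free. Medium: PBS buffer for ATP. Also added: ATP substrate, dispensed from a 10.24 µM working solution in PBS. Doses: test compounds dosed from 2 mM stocks in 100% DMSO. Incubation: 10 min post-reagent at room temperature. Technique: light output (luminescence). Read-out basis: luminescence gain marking luciferase activators.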
APP 5UTR inh: inhibitors of APP translation via 5'UTR reporter, primary screen, APP 5'UTR luciferase, SH-SY5Y cells; inhibition, % at 2 µM; SH-SY5Y APP 5'UTR-luciferase reporter, luminescence; 190,000 tested, 0.82% active;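 active means inhibition above a set limit, derived from the sample mean plus 3 SD, cut at about 45% in these data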; further: values of inactives mirror those of a sister screen read the other way
FLuc inhib CS: firefly luciferase enzyme inhibitors, primary screen, artefact control for luciferase-based inhibitor screens, biochemical, luminescence, ATPLite; 10 min; inhibition, % at 10 µM; 200,000 tested, 1.5% active;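 active means inhibition above about 50% when tested at 10 µM, limit read from the data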
STAT3 blocker: IL-6 driven STAT3 reporter inhibitors, primary screen, U3A cells, luciferase, luminescence, MLSCN library; inhibition, % at 5.5 µM; 190,000 tested, 0.89% active; IL-6 STAT3-luciferase reporter; host cell line lacks STAT1;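 active means inhibition above the mean inhibition across all screened compounds plus 3 SD, cut at about 44% in these data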;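 further: 0% = DMSO only wells and 100% = 100 µM nifuroxazide control wells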
The depositor's hits bear a star; nt = no result given.

SMILES	STAT1 activator	STAT1 blocker	STAT3 act	NF-kB neuron act	APP 5'UTR act	ROMK primary	FLuc stim CS	APP 5UTR inh	FLuc inhib CS	STAT3 blocker
O=C(Nc1ccccc1)OC1CCS(=O)(=O)C1 (configuration not stated)	95	6	98	1.3	8	1.1	1.1	-8	-10	2
COc1cc(/C=C/C(=O)OCC(=O)Nc2cccc(Oc3ccccc3)c2)ccc1O	106	-6	98	0.63	-4	0.02	1	4	-3	-1
Cc1ccc(C)c(NC(=O)Cc2ccc(S(=O)(=O)N3CCCCC3)s2)c1	104	-4	108	1.1	0	0.14	1.1	0	-6	-9
COc1ccccc1C(=O)Oc1cc(N)n(S(=O)(=O)c2ccc(C)cc2)n1	88	13	108	1	1	0.15	0.9	-1	5	-4
CC(C)COc1ccc(Br)cc1CNC(C)(C)C	93	7	101	1.3	-1	-1.1	1.1	0	-7	3
O=C(CC1C(=O)NCCN1C(=S)Nc1ccccc1)Nc1ccc(F)cc1 (configuration not stated)	96	5	100	1.1	-1	nt	1	1	-3	-1
O=C(O)CCN(CCC(=O)O)S(=O)(=O)c1ccccc1	101	-2	103	1.1	-1	nt	1	1	-4	2
Cc1ccc(SCCNC(=O)c2ccccc2C)cc1	100	0	97	1.1	0	0.066	1.1	0	-8	10
Cc1nc2ncnn2c(C)c1CCC(=O)N1CCN(Cc2ccccc2)CC1	100	0	101	0.93	8	nt	1	-8	-3	1
Cc1cccc(C)c1NC(=O)CS(=O)CC(=O)NCCCc1ccccc1 (configuration not stated)	93	8	106	0.98	-2	nt	1	2	-4	-2
O=C(CN1CCN(Cc2ccccc2)CC1)N1CCCCCC1	100	0	96	1.2	2	0.17	1.1	-2	-6	10
COc1ccc(C(=O)NCc2ccncc2)cc1OC	92	7	102	1.2	0	-0.22	1.1	0	-5	3
CC1(C)CC2(CC(c3ccccc3F)c3ccc(O)c(O)c3O2)NC(=S)N1 (configuration not stated)	105	-8	100	1.2	-4	-0.051	1	4	0	2
Cc1nnsc1C(=O)N/N=C/c1ccc2ccccc2c1O	103	-3	94	0.87	-76	nt	1.1	76*	-5	7
CC1=C(C(=O)Nc2ccccc2C)C(c2ccc(C)o2)NC(=S)N1 (configuration not stated)	89	12	98	1.3	0	0.67	1	0	0	1
O=C(Nc1ccc(N2CCOCC2)cc1)C1CC(=O)N(c2ccccc2)C1 (configuration not stated)	104	-6	100	0.87	-6	0.02	1.1	6	-8	2
Cc1nc2ccc(NC(=O)c3ccc(Br)o3)cc2s1	145*	-52	88	3.4*	100	-0.034	0.7	-100	30	22
COC(=O)c1ccccc1NC(=S)N1CCN(C2CCCCC2)CC1	104	-6	104	0.96	-2	0.5	1.1	2	-8	4
O=C(COc1ccccc1[N+](=O)[O-])OCC(=O)N1CCC(Cc2ccccc2)CC1	92	9	97	1	-5	0.099	1	5	0	7
COc1ccc(OC)c(NC(=O)c2cc3ccccc3o2)c1	108	-8	136*	1.1	2	-0.35	1	-2	4	-43

Nine of the compounds above, with values under each structure:
The line under a structure holds: STAT1 activator | STAT1 blocker | STAT3 act | NF-kB neuron act | APP 5'UTR act | ROMK primary | FLuc stim CS | APP 5UTR inh | FLuc inhib CS | STAT3 blocker
> COc1ccc(C(=O)NCc2ccncc2)cc1OC
 : 92 | 7 | 102 | 1.2 | 0 | -0.22 | 1.1 | 0 | -5 | 3
> CC1(C)CC2(CC(c3ccccc3F)c3ccc(O)c(O)c3O2)NC(=S)N1 (configuration not stated)
 : 105 | -8 | 100 | 1.2 | -4 | -0.051 | 1 | 4 | 0 | 2
> Cc1nnsc1C(=O)N/N=C/c1ccc2ccccc2c1O
 : 103 | -3 | 94 | 0.87 | -76 | nt | 1.1 | 76* | -5 | 7
> CC1=C(C(=O)Nc2ccccc2C)C(c2ccc(C)o2)NC(=S)N1 (configuration not stated)
 : 89 | 12 | 98 | 1.3 | 0 | 0.67 | 1 | 0 | 0 | 1
> O=C(Nc1ccc(N2CCOCC2)cc1)C1CC(=O)N(c2ccccc2)C1 (configuration not stated)
 : 104 | -6 | 100 | 0.87 | -6 | 0.02 | 1.1 | 6 | -8 | 2
> Cc1nc2ccc(NC(=O)c3ccc(Br)o3)cc2s1
 : 145* | -52 | 88 | 3.4* | 100 | -0.034 | 0.7 | -100 | 30 | 22
> COC(=O)c1ccccc1NC(=S)N1CCN(C2CCCCC2)CC1
 : 104 | -6 | 104 | 0.96 | -2 | 0.5 | 1.1 | 2 | -8 | 4
> O=C(COc1ccccc1[N+](=O)[O-])OCC(=O)N1CCC(Cc2ccccc2)CC1
 : 92 | 9 | 97 | 1 | -5 | 0.099 | 1 | 5 | 0 | 7
> COc1ccc(OC)c(NC(=O)c2cc3ccccc3o2)c1
 : 108 | -8 | 136* | 1.1 | 2 | -0.35 | 1 | -2 | 4 | -43

Additional structures
SMILES	STAT1 activator	STAT1 blocker	STAT3 act	NF-kB neuron act	APP 5'UTR act	ROMK primary	FLuc stim CS	APP 5UTR inh	FLuc inhib CS	STAT3 blocker
N#Cc1ccc(OCC(O)CS(=O)(=O)c2ccc(F)cc2)cc1 (configuration not stated)	95	4	107	0.98	20	0.22	1	-20	-1	-6
NNC(=O)c1ccccc1-n1cccc1	94	7	102	1.3	-13	-0.15	1	13	-2	2
O=C(NCCc1ccccc1)c1noc2c1CCCCC2	140*	-44	103	3.8*	100	-0.26	0.9	-101	8	1
O=C1c2ccccc2C(=O)N1CC(O)CN1CCOCC1 (configuration not stated)	89	12	99	0.97	-9	nt	1	9	-5	5
Cc1ccc(S(=O)(=O)N/N=C/c2ccc(OCC(=O)NC(C)C)cc2)cc1	107	-8	113	nt	6	nt	nt	-6	nt	-4
CC(=O)c1cccc(Nc2nc(-c3cccc([N+](=O)[O-])c3)cs2)c1	131*	-46	102	1.5	1	nt	1	-2	1	7
FC(F)(F)c1nc(NCC2CCCO2)c2nnn(Cc3ccccc3Cl)c2n1 (configuration not stated)	79	22	102	1.1	-18	2.5	1.1	18	-7	2
Cc1ccc(Cl)c(NC(=S)N(CCCN2CCOCC2)Cc2ccco2)c1	91	10	96	0.97	9	nt	1	-9	0	10
Cc1ccc(NC(=O)C2CCCN(S(=O)(=O)c3c(C)noc3C)C2)c(C)c1 (configuration not stated)	103	-4	106	0.97	-1	nt	1	1	0	-2
O=C(CCNC(=O)c1ccccc1Cl)Nc1ccc(Br)c(C(F)(F)F)c1	104	-4	106	0.84	5	-0.27	1.1	-5	-6	-3
COc1ccc(C(=O)Nc2ccc(S(=O)(=O)Nc3cc(C)nc(C)n3)cc2)c(OC)c1	108	-8	100	1	-7	nt	1.1	7	-8	7
CCOc1ccc(-c2nnc3ccc(SCC(=O)Nc4cc(C)on4)nn23)cc1	93	6	99	0.89	-5	2.1	1.1	5	-6	5
CCS(=O)(=O)C(=C1NCCO1)S(=O)(=O)CC	102	-2	99	1.1	-13	nt	1	14	-4	5
CCOC(=O)c1cnc(SC)nc1Oc1cccc(NC(=O)c2cccc(Cl)c2Cl)c1	108	-9	110	0.37	-5	0.22	1	5	-1	-10
CCN(CC)S(=O)(=O)c1cccc(NC(=O)COC(=O)c2cc(C)oc2C)c1	99	1	84	1.3	0	-0.77	1.1	0	-6	18
O=C(CN1C(=O)C2C3C=CC(C3)C2C1=O)OCC(=O)c1ccccc1 (configuration not stated)	98	2	102	0.94	-2	0.55	1	2	-1	6
Cc1cc(C)cc(NC(=O)Cn2cnc3c(nnn3Cc3ccc(F)cc3)c2=O)c1	104	-5	106	0.93	1	1.3	1	0	-2	2
COc1ccccc1NC(=O)N1CCc2[nH]c3ccc(F)cc3c2C1	96	4	88	1	13	nt	1	-13	-4	18
CN(CC(=O)NCc1ccc(Cl)cc1)S(=O)(=O)c1cccc2nsnc12	98	2	99	0.95	-2	0.36	1	2	1	2
CCOC(=O)NC(Nc1cc(C)on1)(C(F)(F)F)C(F)(F)F	104	-4	100	1	-5	-0.79	1.1	5	-6	6
COc1ccc(S(=O)(=O)NCCC(=O)NCc2ccc(F)cc2)cc1	103	-4	94	1.4	-13	nt	1.1	13	-8	12
COc1cccc(C(=O)N(c2ccc(C)cc2)C2C=CS(=O)(=O)C2)c1 (configuration not stated)	99	0	98	1.1	-5	0.06	1	5	-4	4
COCCNC(=S)N/N=C(\C)c1ccc(-n2ccnc2)cc1	103	-3	106	0.96	17	-0.23	1	-17	-1	0
CCOC(=O)N1CCN(CC(O)COCC2=CCC3CC2C3(C)C)CC1 (configuration not stated)	104	-4	99	1.2	-5	-0.22	1	5	-2	4
COc1ccc(OC)c(N2CC(O)(c3ccccc3)[N+]3=C2SCCC3)c1 (configuration not stated)	73	27	98	1.2	-4	0.068	1.1	4	-7	9
COc1cccc(OC)c1C(=O)NC(=S)Nc1cccc(NC(=O)c2ccco2)c1	92	7	94	1.2	-13	0.034	1	13	0	13
CC(C)[C@H](NC(=O)[C@H](CCCN=C(N)N)NC(=O)NC(Cc1ccccc1)C(=O)O)C(=O)NC(C=O)CCCN=C(N)N (some centres not stated)	97	3	101	1.3	74	nt	1	-74	-4	1
Cc1c(C=O)c2ccccn2c1C(=O)c1cccc([N+](=O)[O-])c1	97	1	95	1.3	-3	nt	1	3	-5	8
Cc1ccc(C)c(CSc2nnc(CCN)o2)c1	98	2	105	1.2	1	nt	1.1	-2	-6	-2
O=C(Nc1nccs1)c1ccc(COc2ccc(Cl)cc2)o1	106	-8	97	0.94	15	nt	1	-15	-4	7
CC(=O)Oc1ccc(N(C(C)=O)S(=O)(=O)c2cc([N+](=O)[O-])ccc2C)cc1	100	0	106	1.1	-9	-0.53	1.1	9	-6	-10
Cc1c(NC(=O)CN2CCN(C(c3ccccc3)c3ccccc3)CC2)c(=O)n(-c2ccccc2)n1C	96	5	100	1.6	-8	nt	1.1	8	-5	4
O=C(CSc1nc(-c2ccccc2Cl)ns1)NCc1ccco1	93	8	93	1.3	16	nt	1	-16	-3	12
CC(C)Oc1ccc(NC(N)=O)cc1	102	-4	103	1.2	29	0.95	1	-4	-5	3
COc1ccccc1N1CCN(C(=O)c2c(-c3ccccc3Cl)noc2C)CC1	102	-2	95	0.53	22	-0.9	1	-22	0	14
CCCCn1c(SCC(=O)c2ccccc2)nc2c1c(=O)[nH]c(=O)n2C	104	-4	105	0.88	-14	0.39	1	14	-4	-3

Screening results as filed in PubChem.
